# Assay outcomes as filed in PubChem.
# XIAP antagonists: small molecules displacing peptide from XIAP – biochemical, IAP family, fluorescence polarization (AID 1018). one-dose displacement, % at 20 µM; IC50 in µM for titrated hits. XIAP BIR domain, fluorescence polarization peptide displacement; higher % means a stronger effect. actives 0.007% (n = 200,000); in the data active = displacement above about 50%; note: a part of the inactive calls stands beside numbers as strong as those of hits
# SIAH1 antagonists: Siah-1 peptide-binding antagonists, primary screen, biochemical, fluorescence polarization, rhodamine-plectin, uHTS (AID 1817); Siah-1 / rhodamine-plectin peptide fluorescence polarization; higher % means a stronger effect; displacement, % at 20 µM; hits with a dose series show IC50 in µM; actives 0.02% (n = 290,000);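 active = displacement of at least 50% at 20 µM, with a fluorescence ratio check between 0.3 and a set limit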;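 note: plate controls were Siah plus tracer with DMSO for no effect and tracer alone without Siah for full effect; strong numbers were not always called active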
# CSM14.1 death rescue: protection against thapsigargin-triggered cell killing – 384-well, CSM14.1, ATP luminescence, primary screen (AID 1222). CSM14.1 thapsigargin-induced death rescue, ATP luminescence; higher % means a stronger effect. cellular ATP content (survival), % at 20 µM, or EC50 in µM where a hit was titrated. 190,000 tested, under 10 active;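 active = EC50 below 50 µM in the dose-response confirmation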;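 note: death triggered by thapsigargin at about 15 µM added after 2 h compound pretreatment; cell ATP read after overnight thapsigargin exposure of roughly 18 to 22 hours; normalized against plate controls of thapsigargin alone and 5% DMSO vehicle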
# LYP inhibition: PTPN22 lymphoid phosphatase activity blockers – biochemical, fluorescence intensity, uHTS (AID 1779); recombinant LYP phosphatase, fluorescence intensity; higher % means a stronger effect; inhibition, % at 11.5 µM; hits with a dose series show IC50 in µM; actives 0.054% (n = 290,000);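 note: plate controls were vehicle with enzyme for no effect and no enzyme for full effect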
# AID2073: disruptors of CaV2.2 binding to Mint1 – biochemical, HTRF (AID 2073) | HTRF protein-protein interaction, Mint1-CaV2.2; higher % means a stronger effect | actives 0.19% (n = 290,000) | one-dose inhibition, % at 20 µM; IC50 in µM for titrated hits; in the data active = inhibition mostly above about 51%, no sharp cut-off; inconclusive = no clear call, values can overlap the other calls; inactive = mostly below about 53%; note: some results filed as inactive read as strong as hits
# Lipid droplet: modulators of hepatic lipid droplet formation | AML12 mouse hepatocytes, oleate lipid droplets, BODIPY imaging | inhibition, % at 6.5 µM | actives 0.4% (n = 240,000) | AID 1656;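 active = lipid droplet intensity inhibited by at least 50%, with more than 500 cells counted; inconclusive = wells with under 300 cells, treated as cytotoxic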
#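 Technique: fluorescence imaging, 20x objective, two fields per well / Assay system: AML12 hepatocytes (mouse) / Measure: % inhibition of lipid droplet signal / Doses: 6.5 µM single-point dosing / Incubation: overnight exposure / Reagent: 100 µM oleic acid challenge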
# M17LAP inhibition: P. falciparum M17LAP inhibitors, primary screen, biochemical, fluorogenic H-Leu-NHMec substrate, 1536-well (AID 1619); recombinant M17LAP, H-Leu-NHMec fluorogenic kinetic assay; higher % means a stronger effect; inhibition, % at 30 µM; hits with a dose series show IC50 in µM; actives 0.38% (n = 220,000);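 active = compound inhibiting the enzyme by more than half at any dose during confirmatory dose-response retesting; inconclusive = strong single-dose inhibitors picked by rank but not retested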;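 note: plate controls were full reaction with DMSO carrier for no effect and no enzyme background for full effect; strong numbers were not always called active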
# HEK293 NOD2/NF-kB: inhibition of NOD2-driven NF-kB reporter – cell-based, luminescence, uHTS, HEK293 (AID 1566) | HEK293 NOD2/NF-kB luciferase reporter, luminescence; higher % means a stronger effect | inhibition, % at 4 µM; hits with a dose series show EC50 in µM | actives 0.63% (n = 290,000); note: many of its hits are not listed in these tables
# P. falciparum M1AAP: P. falciparum M1AAP inhibitors, biochemical, fluorogenic H-Leu-NHMec substrate, 1536-well (AID 1445) | actives 0.42% (n = 220,000) | inhibition, % at 30 µM, or IC50 in µM where a hit was titrated | recombinant M1AAP, H-Leu-NHMec fluorogenic kinetic assay; higher % means a stronger effect;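 active = primary inhibition above the hit cutoff, then over 50% inhibition at one or more dose response concentrations, cut at about 23% in these data, passing the limit was not always enough; inconclusive = conflicting primary data, or primary hits not chosen for dose response; inactive = low primary inhibition, or under 50% at every dose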;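 note: plate controls were DMSO full reaction for no effect and no enzyme background for full effect; strong numbers were not always called active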
# Lipid droplet cells 6.5 µM: further read-out of Lipid droplet, marked with its call; cell count; measured here: cell count, cytotoxicity flag;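 cells counted across two imaged fields per well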
# Active calls of the source: *; ? = inconclusive; . = not tested or not shown. Cut-off read from the data, not from the text of the source, unless noted: active = inhibition above about 50%; inactive = the rest. Some of the compounds tested. The share of hits here may be higher or lower than overall.
SMILES,XIAP antagonists,SIAH1 antagonists,CSM14.1 death rescue,LYP inhibition,AID2073,Lipid droplet,Lipid droplet cells 6.5 µM,M17LAP inhibition,HEK293 NOD2/NF-kB,P. falciparum M1AAP
Cc1c(C(=O)OC(C)CCN(C)C)oc2ccccc12 (stereo not drawn),-3.3%,3%,-1.5%,-10%,-3%,.,.,-1%,8%,3%
O=C(CSc1nnc(-c2ccc(Cl)cc2)n1Cc1ccco1)Nc1ccc2c(c1)OCCO2,-2.6%,0%,-1.3%,-2%,-5%,.,.,15%,8%,7%
Cc1ccc(S(=O)(=O)N(C)C)cc1NC(=O)c1ccc2ccccc2n1,.,-1%,.,-3%,3%,-6,579,12%,-34%,-3%
CCn1c(=O)n(CC)c2cc(NC(=O)C(C)c3ccccc3)c(Br)cc21 (stereo not drawn),.,1%,.,-10%,-7%,-16,769,.,12%,.
CCc1ccccc1N1CCN(S(=O)(=O)c2ccc(F)c(C)c2)CC1,-5.8%,-5%,-2.0%,-2%,2%,-7,745,4%,-27%,4%
COc1cc2c(cc1OC)-c1cc(Nc3ccc(C)cc3)nc(=O)n1CC2,.,5%,.,-2%,24%,-11,797,.,-2%,.
CCOC(=O)CN1C(=O)C(O)=C(C(C)=O)C1c1ccc(F)cc1 (stereo not drawn),-4.0%,0%,-1.4%,-5%,-4%,.,.,19%,-3%,1%
CCOC(=O)c1ccc(NC(=O)C(=O)NCC2CCCO2)cc1 (stereo not drawn),-6.1%,-4%,-1.0%,-12%,13%,.,.,-4%,3%,-1%
Cc1cccc(C(=O)O/N=C(\N)CS(=O)(=O)c2ccccc2)c1,.,-1%,.,-7%,2%,-7,790,.,-5%,.
Cc1ccc(CSCC(=O)N/N=C/c2sccc2C)cc1,-14%,1%,6.2%,1%,-6%,-18,766,-5%,7%,-1%
O=C(O)c1ccc(-n2cccn2)nc1,-5.0%,2%,-0.6%,-2%,7%,3,619,-1%,3%,2%
O=C(NCCN1CCOCC1)C1CCC(CNS(=O)(=O)c2ccc(Cl)cc2)CC1 (stereo not drawn),-22%,7%,6.4%,-7%,-2%,0,779,2%,14%,9%

# One compound at a time, as listed above:
# Entry for CCn1c(=O)n(CC)c2cc(NC(=O)C(C)c3ccccc3)c(Br)cc21 (stereo not drawn) = XIAP antagonists = .; SIAH1 antagonists = 1%; CSM14.1 death rescue = .; LYP inhibition = -10%; AID2073 = -7%; Lipid droplet = -16; Lipid droplet cells 6.5 µM = 769; M17LAP inhibition = .; HEK293 NOD2/NF-kB = 12%; P. falciparum M1AAP = .
# Entry for Cc1c(C(=O)OC(C)CCN(C)C)oc2ccccc12 (stereo not drawn) = XIAP antagonists = -3.3%; SIAH1 antagonists = 3%; CSM14.1 death rescue = -1.5%; LYP inhibition = -10%; AID2073 = -3%; Lipid droplet = .; Lipid droplet cells 6.5 µM = .; M17LAP inhibition = -1%; HEK293 NOD2/NF-kB = 8%; P. falciparum M1AAP = 3%

# Next section:
SMILES,XIAP antagonists,SIAH1 antagonists,CSM14.1 death rescue,LYP inhibition,AID2073,Lipid droplet,Lipid droplet cells 6.5 µM,M17LAP inhibition,HEK293 NOD2/NF-kB,P. falciparum M1AAP
Cc1ccc(-n2c(=S)sc3c(=O)n(-c4ccccc4F)c(SCC(=O)O)nc32)cc1C,.,3%,.,-2%,6%,9,841,.,14%,.
O=C(CN1C(=O)C2C3C=CC(C4CC34)C2C1=O)OCC(=O)c1ccccc1 (stereo not drawn),-15%,0%,-1.3%,1%,22%,14,680,-10%,7%,4%
COC(=O)c1cc(C)sc1NC(=O)c1cccnc1,-5.1%,-5%,-0.4%,0%,10%,-18,707,2%,6%,1%
COc1ccccc1-c1csc(Cc2nnc3n2CCCCC3)n1,-0.3%,-5%,0.6%,-8%,-6%,.,.,9%,-2%,2%
Cc1nnc(Nc2ccc(Cl)cc2)n(N)c1=O,-4.0%,-1%,-0.1%,-13%,4%,-3,743,2%,12%,0%
O=C1CN(C(=O)COC(=O)CCNS(=O)(=O)c2ccc(Cl)cc2)c2ccccc2N1,.,8%,.,-5%,-6%,-4,714,-10%,19%,3%
FC(F)(F)c1cc(-c2cccs2)nc(NCc2ccco2)n1,-1.7%,1%,-0.9%,0%,16%,.,.,-4%,12%,0%
OCCOCCOc1ccc(-c2nn[nH]n2)cc1,-7.1%,-2%,1.5%,-3%,11%,.,.,5%,20%,0%
CC(C)OC(=O)CSc1nnc(-c2ccccn2)n1C,-7.3%,3%,3.6%,-9%,-8%,.,.,3%,-2%,1%
O=C(O)C1=C[C@@H](c2ccc(Br)cc2)C[C@@H](OCc2ccc(CO)cc2)O1,-6.8%,6%,-1.8%,0%,12%,10,662,0%,1%,8%
CN1c2ccsc2C(O)=C(C(=S)Nc2ccccc2)S1(=O)=O,-5.0%,9%,3.7%,2%,42%,5,774,31%,11%,8%
Cc1nc(NC(=S)NC(=O)c2ccccc2)sc1C,.,0%,.,-2%,1%,4,721,-1%,-96%,0%

# In the list so far, 3 have an aryl thioether with sulfur outside any ring:
SMILES,XIAP antagonists,SIAH1 antagonists,CSM14.1 death rescue,LYP inhibition,AID2073,Lipid droplet,Lipid droplet cells 6.5 µM,M17LAP inhibition,HEK293 NOD2/NF-kB,P. falciparum M1AAP
O=C(CSc1nnc(-c2ccc(Cl)cc2)n1Cc1ccco1)Nc1ccc2c(c1)OCCO2,-2.6%,0%,-1.3%,-2%,-5%,.,.,15%,8%,7%
Cc1ccc(-n2c(=S)sc3c(=O)n(-c4ccccc4F)c(SCC(=O)O)nc32)cc1C,.,3%,.,-2%,6%,9,841,.,14%,.
CC(C)OC(=O)CSc1nnc(-c2ccccn2)n1C,-7.3%,3%,3.6%,-9%,-8%,.,.,3%,-2%,1%

# Following part.
SMILES,XIAP antagonists,SIAH1 antagonists,CSM14.1 death rescue,LYP inhibition,AID2073,Lipid droplet,Lipid droplet cells 6.5 µM,M17LAP inhibition,HEK293 NOD2/NF-kB,P. falciparum M1AAP
COc1cc(Nc2cc(C)nc3nc(C)nn23)cc(OC)c1OC,-10%,2%,.,1%,-3%,15,664,6%,10%,6%
COc1cc(CN2CCC(C(=O)NCC(C)(C)CN(C)C)CC2)ccc1OCc1ccccc1,.,5%,.,-8%,0%,-10,778,.,4%,.
CNc1nc(-c2ccccc2)nnc1C(F)(F)F,-2.9%,-1%,-0.6%,0%,2%,16,650,2%,-5%,-3%
COc1ccc(S(=O)(=O)N2CCC(C(=O)Oc3cccc(C)c3)CC2)cc1OC,.,-2%,.,-5%,7%,-6,837,.,-2%,.
Cc1cc(NC(=O)COc2cccc([N+](=O)[O-])c2)no1,.,-2%,.,-10%,4%,-12,698,.,20%,.
CCN(CC)CCNC(=O)c1ccc(-n2c(C)cc3c2CCCC3=O)cc1,-2.2%,-12%,-1.6%,-2%,6%,1,655,3%,15%,2%
COc1ccc(C2OC(=O)CC2C(=O)N2CCN(c3cc(Cl)ccc3C)CC2)cc1OC (stereo not drawn),-3.3%,0%,1.4%,4%,6%,.,.,0%,12%,-12%
Cc1ccc(C(=O)Nc2nc(-c3ccc([N+](=O)[O-])cc3)cs2)o1,-1.3%,8%,-0.5%,-1%,19%,0,612,14%,19%,6%
O=C(COc1cccc2ccccc12)N/N=C/C=C/c1ccccc1,-5.1%,8%,-2.9%,4%,-1%,-3,608,-4%,1%,2%
Cn1c(SCC(=O)c2ccc3c(c2)OCO3)nnc1C1COc2ccccc2O1 (stereo not drawn),0.3%,-2%,-2.6%,5%,-15%,-6,575,10%,-22%,1%
O=C(COC(=O)CCc1ccccc1)Nc1ncc(Cl)cc1Cl,0.1%,2%,-0.7%,-1%,4%,5,731,7%,-1%,0%
Cc1cccc(C(=O)N=c2c(C#N)cc3c(=O)n4cccc(C)c4nc3n2Cc2ccco2)c1,-7.6%,0%,4.1%,-13%,24%,9,782,-277%,22%,20%
Cc1ccc(CNC(=O)CCc2ccc(S(=O)(=O)NCC(C)C)cc2)cc1,-4.4%,2%,-0.3%,-7%,-7%,-5,738,0%,6%,8%
CC1=NN(c2ccccc2)C(=O)C1N=Nc1ccc(S(N)(=O)=O)cc1 (stereo not drawn),.,-7%,.,-5%,?,0,704,1%,35%,8%
COc1cc(/C=N/O)ccc1OCc1ccc(Cl)cc1,-8.2%,-2%,-2.1%,-4%,6%,22,621,8%,-258%,8%
Cc1oc(-c2cccs2)nc1CS(=O)CC(=O)NCCCN1CC(C)CC(C)C1 (stereo not drawn),-1.8%,-1%,-0.4%,-2%,-5%,.,.,-12%,8%,-11%
O=C(c1nn(Cc2ccccc2)c(=O)c2ccccc12)N1CCN(c2ccccn2)CC1,-6.7%,2%,-3.2%,-5%,4%,.,.,5%,-18%,6%
CSc1sc(C(=O)NC(=O)NCc2cccnc2)c(C)c1-c1ccon1,.,6%,.,-6%,18%,20,648,6%,31%,4%
O=C(c1cc2cc(Cl)ccc2[nH]1)N1CCc2ccccc2C1,.,-1%,.,0%,14%,-8,716,.,-16%,.
Cc1ccc(NC(=O)c2cc(N3C(=O)C4CC=CCC4C3=O)ccc2N2CCCCC2)cc1 (stereo not drawn),-3.7%,-2%,0.4%,4%,29%,.,.,4%,11%,-3%
CCC(C)n1c(=S)[nH]c2ccccc2c1=O (stereo not drawn),-6.4%,1%,-1.1%,3%,28%,-3,689,2%,9%,5%
Cc1ccnc(NS(=O)(=O)c2ccc(NC(=O)c3ccc(Cl)cc3[N+](=O)[O-])cc2)n1,.,-5%,.,-6%,-3%,-2,807,.,17%,.
COc1ccc(NC(=O)C(Cc2ccccc2)n2cccc2)cc1OC (stereo not drawn),.,12%,.,-4%,-1%,-13,719,5%,4%,8%
C=CCN(c1ccc(C(=O)Nc2ccc(C)cc2)cc1)S(C)(=O)=O,-1.3%,12%,-1.3%,-8%,14%,15,623,-3%,8%,11%
C/C=C(\C)C(=O)NCCN1C2=NC[C@H](Cc3ccccc3)N2C[C@H]1Cc1ccc(O)cc1,-3.1%,-2%,-0.9%,-3%,10%,-5,726,-3%,3%,1%
O=C(Cn1ccc([N+](=O)[O-])n1)NCCc1c[nH]c2ccccc12,-2.7%,-1%,-1.6%,-3%,2%,0,698,-5%,1%,2%
COc1cccc(OC)c1OCCCN1CCOCC1,-2.7%,0%,-0.4%,-4%,-5%,.,.,12%,12%,8%
CCN(Cc1ccccc1)C1CCN(Cc2ccccc2)CC1,.,0%,.,-12%,-3%,-21,872,.,-8%,.
O=C(Nc1sc2c(c1C(=O)O)CCCCC2)c1ccco1,-5.3%,-1%,-2.8%,-3%,8%,.,.,32%,-32%,15%
